Bioassay records from PubChem BioAssay.
Insulin prom up: insulin promoter activators in MIN6 cells, imaging, high-content screening, mouse beta cells; MIN6 insulin promoter-GFP reporter; active compounds read high; z-score at 5 µM; 190,000 tested, 0.3% active;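 active = z-score above 3 at 5 µM with at least 500 cells counted in the well; inconclusive = wells under 500 cells, flagged as cytotoxic or low count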
AID2073: inhibitors of Mint1-CaV2.2 protein interaction, biochemical, HTRF (AID 2073) | 290,000 tested, 0.19% active | HTRF protein-protein interaction, Mint1-CaV2.2; higher % means a stronger effect | Voltage-dependent N-type calcium channel subunit alpha-1B (Homo sapiens) | inhibition, % at 20 µM; hits with a dose series show IC50 in µM; in the data active = inhibition mostly above about 51%, no sharp cut-off; inconclusive = no clear call, values can overlap the other calls; inactive = mostly below about 53%; also: some results filed as inactive read as strong as hits
MT stabilizer: microtubule stabilizers in HeLa cells, primary screen, imaging, high-content imaging; HeLa tubulin immunostaining HCS, 24 h; share of cells brighter than vehicle mean+2SD; 200,000 tested, 0.83% active; % tubulin-high responders, % at 10 µM;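 active = plate Z-score above 3 for both tubulin-high and condensed-nucleus cell shares, with cell loss under 80%, at 10 µM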;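 also: anti alpha tubulin signal scored within the nucleus-defined area of each cell; some results filed as inactive read as strong as hits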
Autophagy HCS: autophagy modulators in MEF cells, primary screen, imaging, high-content, MEF GFP-LC3; MEF GFP-LC3 puncta imaging; test concentration mostly 10 µM; calls only at 10 µM (by protocol); 190,000 tested, 0.98% active; AID 463193, 2010;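 active = percentage of spot-positive cells more than 3 SD above its plate mean, without a fluorescence outlier flag or 80% toxicity; inconclusive = no clear call, values can overlap the other calls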;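 also: spot-positive cell cutoff set from DMSO-treated cells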
Yfh1-depleted yeast: enhancers of respiration in Yfh1-depleted yeast, dose response, Friedreich's ataxia, plus single-dose screen (AID 1465); S. cerevisiae Yfh1-off respiration, WST-1 reduction, 72 h; higher fold induction means a stronger effect; one-dose fold induction at 50 µM; EC50 in µM for titrated hits; 220,000 tested, 0.074% active;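 active = fold induction of absorbance versus untreated yeast above a set limit, then at least 30% activation at any dose in follow-up; inconclusive = repeats straddling the limit, or above it without dose testing; inactive = fold induction below the set limit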;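 also: activators that raise dye reduction in frataxin-depleted yeast; strong numbers were not always called active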
b-catenin transl: modulators of beta-catenin nuclear translocation, primary screen, imaging, HeLa cells, immunofluorescence, high-content | nuclear translocation activity, % at 5 µM | 190,000 tested, 0.3% active | AID 1665, 2009;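 active = nuclear translocation activity above 50% at 5 µM, with a well cell count of 50 or more; inconclusive = wells under 50 cells across six images, flagged as toxic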;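 also: per-cell ratio of nuclear to cytoplasmic median beta-catenin stain intensity; plate controls were DMSO negative control for no effect and GSK-3 inhibitor IX positive control for full effect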
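test system = HeLa cells, endogenous beta-catenin | dosing = single 5 µM dose plus 0.02–20 µM confirmation series | times = compound treatment 24 h, 37°C, 5% CO2 | technique = beta-catenin immunofluorescence imaging with DAPI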
Dynein transport: inhibitors of GR-EGFP nuclear translocation, primary screen, dynein cargo transport inhibitor project, imaging, high-content, 3617.4 mouse cells; 220,000 tested, 0.47% active; z-score, hits read low; AID 1381, 2008; test concentration mostly 20 µM; stimulated with dexamethasone, 1 µM; active compounds read low;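 active = plate z-score of nuclear minus cytoplasmic receptor signal below a set negative limit, without overly bright fluorescence or cell loss, cut at about -3.5 in these data, passing the limit was not always enough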;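 also: z-score of nuclear minus cytoplasmic ring GR-EGFP intensity difference per well; some compounds called inactive have numbers as strong as hits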
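Buffer or medium: tet-free, stripped-serum medium; Also added: dexamethasone, 1.0 µM final; Technique: high-content fluorescence imaging after fixation; Times: 48 h induction, 1 h compound, 30 min dex at 37 °C; Read-out: per-cell GR-EGFP intensity, nucleus versus surrounding cytoplasmic ring, well-averaged.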
HIV peptide binding: inhibitors of HIV fusion peptide binding, primary screen, biochemical, uHTS, fluorescence dequenching (AID 1986). cell-free peptide binding, fluorescence dequenching, 30 min; higher % means a stronger effect. 290,000 tested, 0.3% active. one-dose inhibition, % at 20 µM; IC50 in µM for titrated hits; in the data active = inhibition mostly above about 52%, no sharp cut-off; inactive = mostly below about 76%; also: some results filed as inactive read as strong as hits
WT yeast gro inh: growth inhibition of WT strain, primary screen, mitochondrial fusion inhibitor project, WT and mutant strains, chemical genetic; mitochondrial fusion phenotypic screen; inhibition, % at 10 µM; 190,000 tested, 2.1% active; AID 1362, 2008; in the data active = inhibition above about 58%; tested in S. cerevisiae
WT yeast gro inh mutant strain: further read-out of WT yeast gro inh, marked with its call; inhibition, %; mitochondrial fusion phenotypic screen, mutant strain inhibition
Dynein transport cytoplasmic EGFP: further read-out of Dynein transport, marked with its call; z-score; measured here: cytoplasmic GR-EGFP intensity; active compounds read high
Dynein transport nuclear GR-EGFP: second read-out of Dynein transport, no call of its own (marks repeat the call); z-score; measured here: nuclear GR-EGFP intensity;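 lower value marks the stronger effect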
Dynein transport cell count: also measured in Dynein transport; calls as there; z-score; measured here: cell count per field
Insulin prom up cell count: recorded beside Insulin prom up, whose call it bears; cell count; measured here: cytotoxicity, nuclei count;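 total cells summed across four imaged fields per well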
b-catenin transl cell count 5 µM: recorded beside b-catenin transl, whose call it bears; cell count; measured here: cell count, cytotoxicity flag
MT stabilizer Hoechst-high %: also measured in MT stabilizer; calls as there; % Hoechst-high responders; measured here: nuclear condensation Hoechst responders;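 share of cells brighter than vehicle mean plus two SD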
MT stabilizer cytotoxicity %: also measured in MT stabilizer; calls as there; toxicity, %; measured here: cytotoxicity by cell density;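 0% = mean cell density of plate MIN control wells and 100% = no cells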
Autophagy HCS cell loss 18 h: further read-out of Autophagy HCS, marked with its call; toxicity, %; measured here: cell loss, nuclei count;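 cell loss after 18 h compound exposure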
* hit, by the source's call; i = inactive; ? = inconclusive; / = no result given.

SMILES	Insulin prom up	Insulin prom up cell count	AID2073	MT stabilizer	MT stabilizer Hoechst-high %	MT stabilizer cytotoxicity %	Autophagy HCS	Autophagy HCS cell loss 18 h	Yfh1-depleted yeast	b-catenin transl	b-catenin transl cell count 5 µM	Dynein transport	Dynein transport cytoplasmic EGFP	Dynein transport nuclear GR-EGFP	Dynein transport cell count	HIV peptide binding	WT yeast gro inh	WT yeast gro inh mutant strain
CCOc1ccc(CCNC(=O)C2CCCN(S(=O)(=O)c3c(C)n[nH]c3C)C2)cc1OCC (stereo not drawn)	-1.4	1007	18%	1.9	1.9	1.2	i	-3	i	1.0	1377	-1.1	-0.21	-0.39	0.37	-1.0%	5	-16
CCOC(=O)c1cnc2ccc(Br)cc2c1NCCO	0.3	2005	12%	1.2	1.4	10	i	-5	i	-2.1	1043	-0.17	-0.24	0.11	0.46	0.0%	-7	6
CCCCC(CC)CNC(=O)Cn1c(=O)[nH]c2ccsc2c1=O (stereo not drawn)	-0.9	1323	?	3.5	3.3	6.7	i	32	i	-0.4	1115	0.29	-0.2	-0.35	-0.059	1.8%	9	3
O=C(CSc1nc2ccccc2c(=O)n1NC(=O)Cc1ccccc1)NCc1ccco1	0.68	1471	-1%	4.7	3.8	9.9	i	5	i	1.5	1477	0.47	-0.3	0.29	-0.48	-4.5%	1	-13
COCCNC(=O)C(=O)NNS(=O)(=O)c1ccc2ccccc2c1	/	/	8%	1.4	1.2	4.2	i	7	i	-0.3	1052	0.39	-0.28	0.14	-0.0029	-2.1%	14	2
Cc1cccn2c(=O)c3cc(C(=O)NCCN4CCOCC4)c(=N)n(CCc4ccccc4)c3nc12	0.13	868	11%	2.8	2.0	2.2	i	40	/	-3.7	1029	-0.0056	-0.33	0.33	-0.32	-1.8%	5	2
CCSc1nnc(NC(=O)[C@H](C)NC(=O)c2ccccc2Cl)s1	0.42	1238	4%	2.8	2.6	6.2	i	0	i	-2.7	1108	-0.15	-0.26	0.21	0.66	-1.2%	-31	-13
O=[N+]([O-])c1ccc(NNC(=S)Nc2ccccc2)cc1	/	/	2%	3.0	2.3	5.2	i	-6	/	-0.7	1191	-0.24	-0.2	0.49	0.7	-1.9%	35	40
CSc1nc2ccc3nc(NC(=O)c4ccc(C)cc4)sc3c2s1	0.17	1898	45%	5.1	2.1	0.8	i	6	/	-4.3	1070	-0.85	-0.21	-0.23	0.24	-3.0%	-16	-13
CCOC(=O)Cn1nc(-c2ccc(Cl)cc2)ccc1=O	0.44	1440	10%	4.6	2.4	5.1	i	21	i	-2.8	975	-0.37	-0.14	0.073	-0.0029	0.9%	-12	2
O=C(O)C1CCCCC1C(=O)OCCCCOC(=O)C1CCCCC1C(=O)O (stereo not drawn)	-0.11	1218	-4%	5.3	2.6	6.8	i	3	i	-6.4	1071	-1.1	-0.31	-0.39	0.64	2.4%	-9	-27
O=C(Cn1nnc(-c2ccccc2)n1)N/N=C/c1ccco1	-1.8	1577	-5%	3.7	1.6	7.5	i	-2	i	-1.4	1060	0.96	-0.31	0.33	-0.29	-0.2%	-2	16
COc1ccc(C(C)C)cc1S(=O)(=O)N1CC(C)OC(C)C1 (stereo not drawn)	0.34	1428	-2%	5.2	1.9	2.9	i	9	i	-0.7	1036	0.1	-0.28	0.21	0.34	-1.5%	-5	10
O=C(O)c1ccccc1SC1CC(=O)N(c2cccc3ccccc23)C1=O (stereo not drawn)	0.61	1067	9%	/	/	/	/	/	i	0.7	1336	-0.79	-0.2	-0.053	-0.39	2.3%	/	/
O=c1[nH]c2ccc(NC(=S)Nc3ccccc3)cc2[nH]1	/	/	16%	4.0	3.8	6.9	i	-14	i	1.2	1107	-0.24	-0.33	-0.011	0.59	-2.9%	0	15
Cc1cc(C)cc(C(=O)NCC(=O)OCC(=O)N2CCN(S(=O)(=O)c3ccc4ccccc4c3)CC2)c1	/	/	3%	0.9	3.4	7.9	i	-9	i	0.1	930	-0.25	0.27	-0.22	0.42	-0.8%	-1	-13
Cc1cc(CNC(=O)Cn2nc(C)c([N+](=O)[O-])c2C)c2ccccc2n1	0.51	1202	41%	1.8	3.0	10	i	-9	i	0.3	1099	1	-0.1	0.18	-1.8	0.5%	-6	6
COc1ccccc1N1CCN(C(=O)Cn2cnc3c2c(=O)n(C)c(=O)n3C)CC1	0.12	1466	2%	/	/	/	/	/	i	-0.6	1133	3.3	-0.23	1.8	-2	0.1%	/	/
CC(=O)NC(Cc1ccccc1C)C(=O)NC1CCN(C(=O)c2cccc(C)c2)CC1 (stereo not drawn)	/	/	-7%	2.2	1.5	4.6	i	14	i	-2.6	942	-0.67	-0.31	-0.15	0.73	-1.1%	-3	-3
CCOc1ccccc1N1CCN(S(=O)(=O)CC)CC1	-0.33	1255	3%	4.3	2.5	3.9	i	7	i	-3.0	992	-1.1	-0.24	-0.35	1.8	-0.7%	5	9
CCCc1cc(C(=O)Nc2sc3c(c2C(=O)OCC)CCCC3)no1	-0.24	2160	29%	2.2	2.6	6.8	/	/	i	0.3	1172	-0.76	-0.17	-0.14	-0.099	-0.7%	14	0
CC(C)(C)OC(=O)CNC(=O)c1[nH]cnc1C(=O)Nc1ccc(CNC(=O)OC(C)(C)C)cc1	/	/	10%	/	/	/	/	/	i	-0.8	1363	0.2	-0.74	0.21	-0.024	-1.2%	/	/
CC[n+]1c(/C=C2/C=C(C)CC(C)C2)sc2ccccc21 (stereo not drawn)	?	/	19%	2.9	2.2	7.0	i	7	i	-0.8	1030	-2.1	-0.17	-1.1	1.2	5.7%	-2	2
O=C(NC1CCCC1)C(c1ccc(Cl)cc1)N1CCOCC1 (stereo not drawn)	-0.57	1878	4%	1.2	4.1	9.7	i	-11	i	-1.9	1140	1.3	-0.13	0.95	-0.73	-0.9%	12	7
CCOc1cc(CNc2ccc(S(N)(=O)=O)cc2)cc(Cl)c1OC	0.3	1133	-3%	4.4	2.5	7.6	i	2	i	-2.3	513	-0.37	-0.3	-0.55	0.85	2.1%	-7	-18
Later entries:
SMILES	Insulin prom up	Insulin prom up cell count	AID2073	MT stabilizer	MT stabilizer Hoechst-high %	MT stabilizer cytotoxicity %	Autophagy HCS	Autophagy HCS cell loss 18 h	Yfh1-depleted yeast	b-catenin transl	b-catenin transl cell count 5 µM	Dynein transport	Dynein transport cytoplasmic EGFP	Dynein transport nuclear GR-EGFP	Dynein transport cell count	HIV peptide binding	WT yeast gro inh	WT yeast gro inh mutant strain
N#Cc1c(NC(=O)CN2CCN(S(=O)(=O)c3ccc4c(c3)OCCO4)CC2)sc2c1CCC2	/	/	39%	4.0	3.1	4.8	i	-37	i	-7.9	1219	-0.48	-0.054	-0.062	1	2.2%	-8	-9
COC(=O)CSc1nc2ccc(NC(=O)c3ccccc3C(=O)N3CCOCC3)cc2s1	0.56	1625	4%	1.7	2.0	5.0	i	3	i	-0.3	1042	0.4	-0.24	0.063	0.035	-2.3%	-11	-8
O=C(COC(=O)CNC(=O)c1cccc([N+](=O)[O-])c1)NCc1ccco1	-0.46	1327	2%	3.2	2.6	6.0	i	-2	i	-1.7	1188	-0.014	-0.23	0.3	0.08	-1.1%	0	14
O=C(O)c1cccc(NC(=S)NC(=O)C(c2ccccc2)c2ccccc2)c1	0.72	1590	10%	0.5	1.2	5.0	i	16	i	-0.9	1298	1.5	-0.22	0.39	-0.0029	0.7%	-6	-5
COc1ccc(NC(=O)COC(=O)Cc2ccc(Br)cc2)cc1	0.11	1368	1%	3.4	1.5	4.4	i	13	i	0.0	1105	-1.7	-0.13	-0.43	1	-0.3%	0	12
O=C(NC1CCCC1)C1CCCN(S(=O)(=O)c2cccc3cccnc23)C1 (stereo not drawn)	-0.47	1950	0%	4.6	2.0	7.3	/	/	i	-3.1	1083	-0.29	-0.073	0.17	-0.14	1.7%	12	5
CCCCCCCc1nc2c(=O)n(C)c3ccccc3c2o1	0.44	896	-8%	0.6	0.6	7.4	i	-16	i	/	/	-1	-0.13	-0.35	0.026	2.0%	11	21
Nc1nnc(CCS(=O)(=O)c2cc(Cl)ccc2Cl)s1	0.38	782	-8%	2.5	1.2	5.2	i	1	i	/	/	0.59	-0.17	0.52	-0.28	-0.8%	1	1
CC(=C/c1ccco1)/C=N/NC(=O)c1ccncc1	/	/	5%	/	/	/	/	/	i	3.1	1248	-0.072	-0.084	0.65	-2.6	0.8%	/	/
COc1cccc(-n2nc(C(N)=O)c(O)cc2=O)c1	0.6	1313	0%	3.8	3.1	5.4	i	5	i	-1.3	1060	-0.76	-0.35	-0.37	0.69	-0.9%	1	-8
Cc1noc(C)c1S(=O)(=O)NC1CCCc2ccccc21 (stereo not drawn)	-1.4	1418	8%	2.6	3.7	7.8	i	4	i	-2.7	919	-0.24	-0.11	0.14	0.74	-2.3%	-27	-16
